STAT3 act: IL-6 driven STAT3 reporter potentiators, primary screen, U3A cells, luciferase, luminescence, MLSCN library. activation (% of control), % at 5.6 µM. actives 0.91% (n = 190,000). IL-6 STAT3-luciferase reporter; 100% = signal with IL-6 EC80 alone. AID 871, 2007;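 active = activation above the screen-wide mean of compound activation plus 3 SD, cut at about 130% in these data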;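 also: 0% = background luminescence of wells with medium and substrate only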
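Test system: STAT3-luciferase reporter U3A cells; Detection: reporter luminescence signal; Times: 1 h compound pre-exposure, 6 h IL-6 stimulation, 37 °C; Benchmarks: IL-6-only high control; Also added: IL-6 stimulus at 33 ng/mL final.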
STAT1 activator: STAT1 signaling activators, primary screen, cell-based, HTS, luciferase reporter; activation (% of control), % at 5.5 µM; AID 932, 2007; NIH 3T3 STAT1-luciferase reporter, IFN-gamma, luminescence; 100% = IFN-gamma alone, no compound; actives 2.6% (n = 200,000);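 active = activation above the screen-wide mean activation plus 3 SD, cut at about 130% in these data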;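 also: raw ratio to IFN-gamma control signal so 100% means no change and 0% no light; values of inactives mirror those of a sister screen read the other way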
NF-kB neuron act: activators of NF-kB expression in neurons, primary screen, cell-based, HTS. human neuronal cells, NF-kB reporter expression; hits give high values. fold change at 12.5 µM. actives 1.6% (n = 190,000); in the data active = fold change above about 3.3
APP transl inh: inhibitors of APP translation via 5'UTR reporter, primary screen, APP 5'UTR luciferase, SH-SY5Y cells; SH-SY5Y APP 5'UTR-luciferase reporter, luminescence; inhibition, % at 2 µM; actives 0.82% (n = 190,000); AID 1285, 2008;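 active = inhibition above a set limit, derived from the sample mean plus 3 SD, cut at about 45% in these data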; also: values of inactives mirror those of a sister screen read the other way
STAT3 inh: IL-6 driven STAT3 reporter inhibitors, primary screen, U3A cells, luciferase, luminescence, MLSCN library | IL-6 STAT3-luciferase reporter; host cell line lacks STAT1 | AID 862, 2007 | actives 0.89% (n = 190,000) | inhibition, % at 5.5 µM;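 active = inhibition above the mean inhibition across all screened compounds plus 3 SD, cut at about 44% in these data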;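 also: 0% = DMSO only wells and 100% = 100 µM nifuroxazide control wells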
Hsp70 activator: Hsp70 transcriptional activators, primary screen, cell-based, HeLa, Hsp70 promoter luciferase, luminescence, 10 µM; HeLa Hsp70 promoter luciferase reporter; scaled: vehicle 0, proteasome-inhibitor control 100%; activation, % at 10 µM; actives 0.04% (n = 200,000);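 active = activation above the mean across all tested compounds plus 3 SD, cutoff set per campaign, cut at about 5.5% in these data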;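 also: 100% = MG132 at 30 µM as the positive control and 0% = DMSO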
STAT1 inh: STAT1 signaling inhibitors, primary screen, cell-based, HTS, luciferase reporter; inhibition, % at 5.5 µM; NIH 3T3 STAT1-luciferase reporter, IFN-gamma, luminescence; actives 0.35% (n = 200,000); AID 920, 2007;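 active = inhibition above a set limit, the mean inhibition across all tested compounds plus 3 SD, cut at about 34% in these data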;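 also: 0% = IFN-gamma with DMSO and 100% = IFN-gamma with 300 µM nifuroxazide; values of inactives mirror those of a sister screen read the other way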
RAM inhibit: inhibitors of the yeast RAM network, primary screen, dse1pr::URA3 reporter, 5-FOA selection; S. cerevisiae dse1pr::URA3 reporter, 5-FOA growth OD615, 2 d; analog-sensitive cbk1-as2 kinase mutant strain; inhibition, % at 50 µM; actives 1.8% (n = 190,000); AID 868, 2007;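 active = inhibition above a set limit, 3 SD over mean compound inhibition, cut at about 8.4% in these data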;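 also: 0% = DMSO-only wells with no growth and 100% = 10 µM 1-NA-PP1 full growth; inhibition rescues growth on 5-FOA so higher OD means more RAM inhibition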
APP 5'UTR act: activators of APP 5'UTR luciferase reporter, primary screen, SH-SY5Y cells; activation, % at 2 µM; actives 1% (n = 190,000); SH-SY5Y APP 5'UTR luciferase reporter, luminescence; zero percent = DMSO vehicle wells;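 active = activation above a set limit, based on mean plus 3 SD of controls, cut at about 140% in these data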; also: values of inactives mirror those of a sister screen read the other way
FLuc inhib CS: firefly luciferase enzyme inhibitors, primary screen, artefact control for luciferase-based inhibitor screens, biochemical, luminescence, ATPLite; Luciferin 4-monooxygenase (Photinus pyralis), P08659; AID 1006, 2008; inhibition, % at 10 µM; 10 min; actives 1.5% (n = 200,000);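 active = inhibition above about 50% when tested at 10 µM, limit read from the data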
Target sequence (P08659 whole entry, looked up): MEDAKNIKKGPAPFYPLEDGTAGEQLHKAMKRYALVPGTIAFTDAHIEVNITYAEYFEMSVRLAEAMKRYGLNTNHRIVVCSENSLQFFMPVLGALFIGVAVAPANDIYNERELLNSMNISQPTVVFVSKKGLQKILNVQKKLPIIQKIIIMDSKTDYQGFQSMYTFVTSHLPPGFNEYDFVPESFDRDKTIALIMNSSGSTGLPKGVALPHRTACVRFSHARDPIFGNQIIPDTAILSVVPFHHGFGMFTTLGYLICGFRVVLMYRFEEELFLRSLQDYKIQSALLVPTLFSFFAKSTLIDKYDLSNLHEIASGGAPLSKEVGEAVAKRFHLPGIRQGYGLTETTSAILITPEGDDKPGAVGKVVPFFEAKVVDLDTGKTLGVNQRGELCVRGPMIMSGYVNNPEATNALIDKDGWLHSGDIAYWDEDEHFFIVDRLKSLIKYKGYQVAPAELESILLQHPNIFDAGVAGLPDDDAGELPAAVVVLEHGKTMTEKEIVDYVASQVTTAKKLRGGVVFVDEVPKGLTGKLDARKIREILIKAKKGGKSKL
Numbers without * were called inactive; . = not tested or not shown.

molecule	STAT3 act	STAT1 activator	NF-kB neuron act	APP transl inh	STAT3 inh	Hsp70 activator	STAT1 inh	RAM inhibit	APP 5'UTR act	FLuc inhib CS
c1ccc(C2Nc3ccccc3-c3nc4ccccc4n32)cc1 (stereo unspecified)	96	102	1.8	0	10	0.1	-2	2.4	0	1
CCCc1nc2ccccc2n1CCc1ccccc1	89	98	1.1	11	16	-0.4	2	0.0	-11	-3
CCOC(=O)CSCC(=O)Nc1nnc(-c2cccc([N+](=O)[O-])c2)s1	93	96	1	9	8	0.0	4	4.1	-9	-4
CCCNCc1cc(OCC)c(OCC(=O)Nc2ccccc2)cc1Br	104	101	1.3	-11	4	-0.1	0	1.2	11	-2
O=C(OC1CCOC1=O)c1ccc(-c2nc3ccccc3s2)s1 (stereo unspecified)	91	124	1.4	-34	17	0.1	-27	3.9	34	91*
COC(=O)CN(C(=S)Nc1ccc(F)cc1)C1CC(=O)N(c2ccc(OC)cc2)C1=O (stereo unspecified)	102	102	1.4	5	7	-0.3	-4	2.7	-5	-9
COc1cc(NC(=S)NCCN2CCOCC2)cc(OC)c1OC	103	95	1	-12	9	0.2	5	0.9	12	-5
O=C(CSc1nnc2c3ccccc3c3ccccc3c2n1)Nc1ccccc1	158*	88	1.7	-1	-55	-0.4	13	5.6	1	-4
CCOC(=O)C1CCC(CNCc2ccc(Cl)cc2)CC1 (stereo unspecified)	103	103	0.82	-3	-3	-0.2	-4	0.1	3	-7
Cc1ccc(-n2ncc3c(NCC4CCCO4)ncnc32)c(C)c1 (stereo unspecified)	104	116	0.83	-12	-2	0.2	-14	0.0	12	0
CCCCc1nnc(NC(=O)C(C)Sc2nc(N)cc(=O)[nH]2)s1 (stereo unspecified)	102	98	1.2	3	5	-0.2	2	0.1	-3	-7
CC1CC(C)CN(CCCNC(=O)Cn2ncc3c(=O)oc4ccccc4c32)C1 (stereo unspecified)	102	108	1.1	12	6	0.1	-9	1.6	-13	-5
CC1CCc2nn(CC(=O)N3CCN(C(=O)c4ccco4)CC3)cc2C1 (stereo unspecified)	105	103	1.1	-14	-1	0.0	-3	1.5	14	-2
O=C1c2ccccc2C(=O)N1CCCCN(C(=O)c1cc([N+](=O)[O-])ccc1Cl)c1ccc(Cl)cc1	99	101	0.49	-1	-1	0.0	-1	5.7	1	-5
COc1cccc(N(CC(=O)Nc2cccnc2)S(C)(=O)=O)c1	102	98	1	-19	-1	-0.3	1	0.1	19	-6
Cc1ccc(S(=O)(=O)Nc2cc(C(=O)O)ccc2N2CCCCC2)cc1	104	100	1.4	-9	-1	-0.3	0	-0.6	9	-2
O=C(O)CSc1nnc(CSc2nc3ccccc3s2)n1-c1ccccc1	109	101	1.2	-4	-8	-0.2	0	0.1	4	-4
CCOC(=O)c1cnn(-c2ccccn2)c1N	94	122	1.8	-47	12	0.3	-24	0.1	47	22
CCOc1cc(C(=O)NCCN2C(=O)S/C(=C\c3cccnc3)C2=O)cc(OCC)c1OCC	116	96	0.67	.	-18	-0.3	4	0.1	.	-1
COC(=O)c1c(S(N)(=O)=O)c2ccccc2n1C	98	102	1.1	9	11	-0.1	-2	0.3	-9	-4
COc1ccc(C(CCNCc2ccccc2)c2ccc(F)cc2)cc1 (stereo unspecified)	105	101	1	-1	-7	-0.4	-1	-0.1	1	-5
CCNC(=S)N1CCN(c2ccccc2OCC)CC1	88	95	0.94	-14	15	-0.1	5	0.1	14	-2
Cc1cccc(-n2nnc(C(=O)NC3CCCc4ccccc43)c2N)c1 (stereo unspecified)	84	96	1.1	-12	20	0.2	5	3.2	12	-11
COc1ccc2c(c1)C(SCC(=O)NCc1ccccc1)CC(C)(C)O2 (stereo unspecified)	107	92	1.1	-21	-8	-0.2	9	1.1	21	-10
COc1ccc(S(=O)(=O)c2ccc(OC)cc2)cc1	103	99	0.96	-10	-4	-0.4	3	0.6	10	-9

Among those listed so far, these have a halogen.
molecule	STAT3 act	STAT1 activator	NF-kB neuron act	APP transl inh	STAT3 inh	Hsp70 activator	STAT1 inh	RAM inhibit	APP 5'UTR act	FLuc inhib CS
CCCNCc1cc(OCC)c(OCC(=O)Nc2ccccc2)cc1Br	104	101	1.3	-11	4	-0.1	0	1.2	11	-2
COC(=O)CN(C(=S)Nc1ccc(F)cc1)C1CC(=O)N(c2ccc(OC)cc2)C1=O (stereo unspecified)	102	102	1.4	5	7	-0.3	-4	2.7	-5	-9
CCOC(=O)C1CCC(CNCc2ccc(Cl)cc2)CC1 (stereo unspecified)	103	103	0.82	-3	-3	-0.2	-4	0.1	3	-7
O=C1c2ccccc2C(=O)N1CCCCN(C(=O)c1cc([N+](=O)[O-])ccc1Cl)c1ccc(Cl)cc1	99	101	0.49	-1	-1	0.0	-1	5.7	1	-5
COc1ccc(C(CCNCc2ccccc2)c2ccc(F)cc2)cc1 (stereo unspecified)	105	101	1	-1	-7	-0.4	-1	-0.1	1	-5

(more compounds)
Below each compound – STAT3 act | STAT1 activator | NF-kB neuron act | APP transl inh | STAT3 inh | Hsp70 activator | STAT1 inh | RAM inhibit | APP 5'UTR act | FLuc inhib CS
Cc1csc(NC(=O)c2cc3c(s2)CCC3)n1
    46 | 118 | 9.8* | -105 | 70* | -0.3 | -19 | 1.2 | 105 | 79*
COCCCNC(=O)Cn1ncc2c(=O)oc3ccccc3c21
    99 | 99 | 0.94 | -2 | 7 | 0.0 | 1 | -0.1 | 2 | -12
O=C(NC(Cc1c[nH]c2ccccc12)C(=O)O)c1ccccc1 (stereo unspecified)
    105 | 85 | 1.1 | 10 | -3 | -0.2 | 16 | -1.3 | -10 | 2
Cc1ccc(-c2csc(N3CCC(NS(=O)(=O)c4ccc5c(c4)OCCO5)CC3)n2)cc1
    81 | 88 | 0.56 | -17 | 24 | -0.4 | 13 | 2.4 | 17 | -6
Cc1cc(N)n(-c2ccc(C(=O)O)cc2)n1
    102 | 96 | 1.4 | -10 | 0 | -0.2 | 5 | 2.0 | 10 | -4
Cc1ncoc1C(=O)N1CCCC(C(=O)c2ccc(C(F)(F)F)cc2)C1 (stereo unspecified)
    104 | 107 | 1.8 | -9 | 0 | 0.0 | -10 | 2.5 | 9 | -6
COC(=O)CCc1c(C)[nH]c(=S)[nH]c1=O
    101 | 106 | 0.91 | 14 | -1 | 0.0 | -6 | 2.0 | -14 | 0
Cc1ccc(C(=O)CSc2nnc(Cn3nnc4ccccc43)n2C)cc1
    98 | 99 | 0.93 | 4 | 5 | 0.0 | 1 | 2.6 | -4 | -3
O=C(NCCCN1CCN(CCCNC(=O)c2ccc3c(c2)OCO3)CC1)c1ccc2c(c1)OCO2
    103 | 95 | 0.99 | -2 | 0 | 0.3 | 5 | 1.3 | 2 | 2
CCc1ccccc1NC(=O)c1nnn(CC(=O)Nc2ccccc2C)c1N
    97 | 100 | 1.4 | 4 | 8 | -0.1 | 0 | 3.9 | -4 | -4
O=C(CN1CCN(Cc2ccc(Cl)cc2)C1=O)NCc1cccs1
    108 | 103 | 1.2 | 1 | 3 | 0.0 | -5 | -1.0 | -1 | -8
CCCCCOC(=O)CSc1nc2c(c(=O)[nH]c(=O)n2C)n1Cc1ccc(Cl)cc1
    110 | 102 | 1 | 8 | -6 | 0.4 | -2 | 1.1 | -8 | -7
COc1ccc2c(c1)C(c1ccc([N+](=O)[O-])cc1)=NNC(c1ccco1)=N2
    109 | 90 | 1.1 | 4 | -10 | -0.1 | 11 | 1.2 | -4 | 0
O=C(CN1C(=O)CSC1=O)Nc1ccc2c(c1)OCCO2
    101 | 104 | 1.4 | 15 | 2 | -0.3 | -5 | 0.5 | -15 | 7
CC(=O)N/C(=C/c1ccc2c(c1)OCO2)C(=O)NCc1ccccc1
    101 | 103 | 1.2 | -10 | 4 | -0.1 | -4 | 0.3 | 10 | -1
COc1ccc(NC(=O)C(c2ccc(C)cc2)N(C)C(=O)Cc2cccs2)cc1 (stereo unspecified)
    105 | 96 | 1.2 | -9 | -8 | -0.2 | 4 | 2.0 | 9 | -4
Cc1nn(-c2ccccc2)c(C)c1/C=C/C(=O)OCC(=O)NC1CCS(=O)(=O)C1 (stereo unspecified)
    101 | 114 | . | 5 | 4 | -0.3 | -17 | 0.7 | -5 | -3
Brc1ccc(Cn2c(-c3cncs3)nc3ccccc32)cc1
    121 | 122 | 1.2 | -15 | -21 | -0.1 | -24 | 4.8 | 15 | -2
COc1ccc(C2NC(=S)NC(C)=C2C(=O)c2ccccc2)cc1OC (stereo unspecified)
    106 | 107 | 0.82 | -14 | -4 | -0.5 | -7 | -1.1 | 14 | 3
CC(=O)Nc1cccc(N/C=C(\C=O)c2nc3ccccc3o2)c1
    171* | 109 | 0.74 | -46 | -74 | 0.0 | -10 | 4.0 | 46 | -2

From PubChem BioAssay
